# FXIa single inh: inhibitors of human coagulation factor XIa | P03951 | purified human FXIa, fluorogenic AMC substrate cleavage | inhibition, % at 10 µM | 33,000 compounds, 0.3% hits | AID 687;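 active = inhibition above 40% in the primary screen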;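 also: 0% = enzyme without compound and 100% = blank wells lacking enzyme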
# FXIIa inh: blocks human coagulation factor XIIa activity. P00748. purified human FXIIa, AMC substrate fluorescence, 2 h. inhibition, % at 10 µM. 33,000 compounds, 0.2% hits. AID 701; in the data active = inhibition above about 30%;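 also: 0% = enzyme with vehicle only and 100% = no enzyme blank; many of its hits are not listed in these tables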
# Target sequence (P00748 20-372 limits assumed): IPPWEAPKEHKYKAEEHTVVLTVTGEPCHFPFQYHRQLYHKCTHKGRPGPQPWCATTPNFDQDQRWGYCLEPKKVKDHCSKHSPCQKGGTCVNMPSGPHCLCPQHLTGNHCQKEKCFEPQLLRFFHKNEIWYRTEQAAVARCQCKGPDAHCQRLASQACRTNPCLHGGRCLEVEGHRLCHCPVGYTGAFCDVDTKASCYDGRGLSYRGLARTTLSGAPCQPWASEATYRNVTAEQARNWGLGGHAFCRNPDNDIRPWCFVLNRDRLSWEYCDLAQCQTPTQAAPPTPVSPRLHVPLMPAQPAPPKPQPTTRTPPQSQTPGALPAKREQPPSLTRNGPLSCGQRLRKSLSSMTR
# Target sequence (P00748 373-615 limits assumed): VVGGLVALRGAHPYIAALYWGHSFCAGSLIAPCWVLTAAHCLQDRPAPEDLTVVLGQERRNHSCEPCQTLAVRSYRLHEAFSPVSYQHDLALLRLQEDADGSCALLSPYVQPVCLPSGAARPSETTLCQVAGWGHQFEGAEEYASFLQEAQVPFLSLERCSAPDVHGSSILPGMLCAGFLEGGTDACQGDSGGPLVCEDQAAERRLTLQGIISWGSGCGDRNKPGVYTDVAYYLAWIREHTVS
# * = called active by the depositor.
SMILES,FXIa single inh,FXIIa inh
COc1ccc(S(=O)(=O)NCC(c2cccnc2)N2CCN(c3ccccc3OC)CC2)cc1C (stereo not given),-4,2
CCN(CC)C(=O)c1sc2nc(N3CCOCC3)c3c(c2c1N)CCCC3,-1,3
COc1ccc(N(C(=O)Cc2cccs2)C(C(=O)NC2CCCCC2)c2cccn2C)cc1 (stereo not given),17,-9
Nc1cc(=O)[nH]c(=S)n1-c1cccc(C(F)(F)F)c1,-6,6
O=C1c2ccccc2C(=O)N1n1c(=O)[nH]c2ccccc2c1=O,0,3
COc1ccccc1N(CC(=O)NCC1CCCO1)C(=O)CNS(=O)(=O)c1ccc(C)cc1 (stereo not given),-5,4
O=C(c1ccccc1)N(Cc1ccc2c(c1)OCO2)Cc1nc2ccccc2c(=O)[nH]1,4,3
CCOC(=O)c1c(NC(=O)CSc2nnc(-c3ccccc3C)n2C)sc(C(C)=O)c1C,-1,9
CCc1ccc(C(=O)CSc2n[nH]c(C)n2)cc1,-2,4
Cc1cccc(NC(=O)COc2ccc3oc4c(c3c2)CCCC4)n1,5,4
O=C(CCS(=O)(=O)c1ccc(Br)s1)NCc1ccccc1,-1,1
CCOC(=O)N1CCN(Cc2nc3c(c(=O)n(C)c(=O)n3C)n2CCC(C)C)CC1,-2,7
CCCNC(=O)C(=O)NCCC1=CCCCC1,7,7
CC(C)(C)C1CCc2c(sc(NC(=O)CSc3ncn[nH]3)c2C#N)C1 (stereo not given),-1,-1
CCN(CC)S(=O)(=O)c1ccc(-c2nnc(SCC(=O)Nc3ccc(OC)cc3)o2)cc1,-1,7
C=CCn1c(SCC(=O)NCc2ccccc2)nnc1-c1ccccc1O,0,-1
NC(=O)Cn1c(=O)n(CCc2ccccc2)c(=O)c2c3c(sc21)CCCC3,-9,7
COc1ccc(OC)c(NC(=O)Cc2coc3cc(C)cc(C)c23)c1,-2,-3
O=[N+]([O-])c1ccc(Oc2cccc(F)c2)c2ccncc12,4,5
CCNC(=O)Cc1ccc(Br)cc1,-3,0
CC(C)(C)NC(=O)Cn1nnc(-c2ccccc2NC(=O)c2cnccn2)n1,6,1
CCCCSc1ccc(NC(=O)c2cccnc2)cc1,-5,9
CCOC(=O)C1CCN(C(=O)CN(C)S(=O)(=O)c2cc(C)ccc2OC)CC1,-6,-6
COc1ccc(NC2=NCCC(=O)N2Cc2cccs2)cc1,1,5

# As entered above:
# FXIa single inh result of `CC(C)(C)C1CCc2c(sc(NC(=O)CSc3ncn[nH]3)c2C#N)C1` (stereo not given) is entered as -1
# FXIa single inh result of `CCCCSc1ccc(NC(=O)c2cccnc2)cc1` is entered as -5

# Continuation.
SMILES,FXIa single inh,FXIIa inh
Cn1nc(-c2ccc(N3CCOCC3)c(NS(=O)(=O)c3ccccc3)c2)c2ccccc2c1=O,0,-10
Cc1ccccc1C(=O)NNC(=O)Cc1cccc2ccccc12,3,0
CCOc1ccc(CN(C(=O)c2oc3ccccc3c2C)C2CCS(=O)(=O)C2)cc1 (stereo not given),35,5
COc1ccc(CNC(=O)CSc2nnc(-c3ccc(NC(C)=O)cc3)n2C)cc1,3,5
CC1(C)Cc2c(sc(/N=C/N3CCCCC3)c2C#N)C(C)(C)N1,17,-6
Cc1ccc(CNC(=O)c2cccc(S(C)(=O)=O)c2)cc1,5,8
Cc1ccc(C(C)NC(=O)c2cc(C)oc2C)cc1 (stereo not given),4,-3
c1coc(C2Nc3ccccc3C3OCCC23)c1 (stereo not given),-1,3
O=C(OCc1ccc(COC(=O)c2ccccn2)cc1)c1ccccn1,1,6
Cn1cnc([N+](=O)[O-])c1Nc1cccc(O)c1,9,4
COc1cc(C)ccc1OCCCON1C(=O)CCC1=O,19,-14
Cc1nc2nc(COc3ccccc3)nn2c(C)c1Cl,0,8
Cc1c(NC(=O)Nc2ccc(Cl)c(Cl)c2)sc(=S)n1C,-7,8
Cc1n[nH]c(C)c1SCC(=O)Nc1ccc(F)cc1,0,-12
CCOC(=O)/C(C#N)=C/c1ccc(OC)c(OC)c1,-9,-10
CC(C)CCNC(=O)CCCOc1ccccc1,0,3
COCCCNC(=O)Cn1nnc(-c2ccc(NC(=O)c3ccccc3F)cc2)n1,2,10
Cc1nc(N2CCCCC2)c2ccsc2n1,-2,-5
O=C(CCSc1nnc2ccc3ccccc3n12)Nc1ccc(F)cc1,-2,10
CCOC(=O)C1=c2/c(=C/c3ccccc3OC)c(N)c(C#N)n2C(=O)C(c2ccccc2OC)S1 (stereo not given),6,4
Cn1c(=O)c2c(nc(Oc3ccc4c(c3)OCO4)n2Cc2ccc(Cl)cc2)n(C)c1=O,-3,11
CC(=O)Nc1nonc1NC(=O)c1ccc(C(C)(C)C)cc1,9,0
C/C(=N/NS(C)(=O)=O)c1ccc2ccccc2c1,-1,-4
Cc1onc(-c2c(Cl)cccc2Cl)c1C(=O)n1nnc2ccccc21,7,7
CCOC(=O)c1cc(NC(=O)c2cc(C)on2)cc(C(=O)OCC)c1,-1,5
CCc1cc2c(NCc3ccco3)ncnc2s1,-2,5
CCOc1ccc2nc(NCCNS(=O)(=O)c3ccccc3)c(C#N)cc2c1,-4,6
Cc1ccc(N(CC(O)Cn2c3ccccc3c3ccccc32)S(C)(=O)=O)c(C)c1 (stereo not given),-7,7
CCSc1nnc([C@H](Cc2ccccc2)NC(=O)OC(C)(C)C)o1,-10,6
CC(C)(C)n1nc2c(c1NC(=O)c1ccco1)CS(=O)C2 (stereo not given),5,4
CCSc1nnc(-c2cccc(S(=O)(=O)N(CC)CC)c2)n1Cc1ccccc1,-1,-2
Cc1cc(Nc2c(C)n(C)n(-c3ccccc3)c2=O)n2c(nc3ccccc32)c1C#N,-2,4
Cn1c(=O)c2c(nc(CN3CCc4ccccc4C3)n2Cc2ccc(F)cc2)n(C)c1=O,6,10
COc1ccc(/C(=N\O)c2ncc(C(F)(F)F)cc2Cl)cc1,3,-4
Cc1cccc(Nc2nc(N3CCCC3)nc(N3CCCC3)n2)c1,-2,6
CCOc1ccc(Cn2nnc(C(=O)NCCc3ccc(Cl)cc3)c2N)cc1,8,2
O=C(Nc1ccccc1N1CCN(C(=O)c2ccc(Cl)cc2)CC1)c1cc(Br)ccc1Cl,5,1
O=C(NCc1cccs1)C1CC(c2ccccc2O)=NO1 (stereo not given),-4,1
N#Cc1c(N)nc(SCC(=O)NCCc2ccccc2)c(C#N)c1-c1cccs1,4,-3
CSc1nc(C)cc(SCC(=O)Nc2ccccc2)n1,-4,4
CCOC(=O)N1CCC(N2CCN(S(=O)(=O)c3ccc(NC(C)=O)cc3)CC2)CC1,-3,4
COC(=O)c1c(N(S(C)(=O)=O)S(C)(=O)=O)sc2c1CCN(c1ncc(C(F)(F)F)cc1Cl)C2,0,8
CC(C)CC(N=C1NC(C)(C)Cc2ccccc21)C(=O)O (stereo not given),0,-1
OCCN1CCN(CC(O)COCc2ccc3c(c2)OCO3)CC1 (stereo not given),-6,4
CC1(C)Cc2c(c(-c3ccco3)[nH]c(=O)c2C#N)CS1,-2,6
C=CCOc1ccc(CNn2nnnc2N)cc1,-1,3
CC1=CC(C)(C)NC(=S)N1c1ccccc1,11,7
Cc1ccc(Nc2nc(N)nc(CN3CCc4ccccc4C3)n2)cc1,-2,7
CCCNC(=S)Nc1ccc(Nc2ccccc2)cc1,2,8
CCOC(=O)N1CCN(S(=O)(=O)c2ccc(F)c(C(=O)Nc3cccc(C)c3C)c2)CC1,-5,4
CCOc1ccccc1Oc1ccc(C(F)(F)F)cn1,3,3
CC1CCCC(C)N1/N=C/c1ccc(Cl)cc1 (stereo not given),-1,6
OC(C#CCN1CCCC1)c1ccccc1 (stereo not given),-2,11
Cc1ccc(NC(=O)C(C)Sc2nc(=O)cc(N)n2-c2ccccc2)cc1 (stereo not given),10,4
CCOC(=O)c1nnn(-c2nonc2-n2cccc2)c1CN1CCC(C(=O)OCC)CC1,1,1
O=C(Nc1nc2n(n1)C(c1ccccc1)C=C(c1ccccc1)N2)c1ccco1 (stereo not given),1,25
Cc1ccc(C#N)c(SCc2cc3c(cc2Cl)OCO3)n1,-3,-1
Cc1ccc(OC(F)F)c(NC(=O)Nc2cccc(C(F)(F)F)c2)c1,-3,6
O=C1NC(c2ccncc2)C(C(=O)c2cccs2)C(O)(C(F)(F)F)N1 (stereo not given),-11,5
COC(=O)c1cccc(NC(=O)c2cccnc2)c1,-7,5
# Later entries:
SMILES,FXIa single inh,FXIIa inh
COCCN(C(=O)Cn1nnc2ccccc21)C(C(=O)NC1CCCCC1)c1ccc(OC)cc1OC (stereo not given),2,8
Cc1oc2c(C)c(O)ccc2c(=O)c1-c1cnn(-c2ccccc2)c1,-2,2
COc1c(F)c(F)c(C(=O)Nc2ccccc2N2CCN(C(C)=O)CC2)c(F)c1F,1,5
O=C(CSc1ncn(-c2ccccc2)n1)NCc1ccccc1,0,7
CCCC/C(O)=C1\C(=O)CC(C)(C)CC1=Nc1ccccc1OC,-10,3
Cc1nn(Cc2ccccc2Cl)c2sc(C(=O)NC(C)(C)C)cc12,13,5
CCCCOC(=O)Nc1nnc(CC)s1,-2,8
CC(C)=C1SC(N2CCN(c3cccc(C)c3)CC2)=NC1=O,-3,3
CCOc1cc2[nH]c(=S)n(Cc3ccc(C(=O)NCCOC)cc3)c(=O)c2cc1OCC,-4,-3
CCOc1ccc(C(=O)NC(C(=O)NCc2ccccn2)C(C)C)cc1 (stereo not given),0,5
COc1ccc(Cl)cc1Nc1nc(N)nc(C(F)(F)F)n1,-14,-11
N#Cc1nc(Cc2cccc3ccccc23)oc1NCCCn1ccnc1,-1,2

# The closing 3 records of the section before open the next one:
SMILES,FXIa single inh,FXIIa inh
CCOc1ccc(C(=O)NC(C(=O)NCc2ccccn2)C(C)C)cc1 (stereo not given),0,5
COc1ccc(Cl)cc1Nc1nc(N)nc(C(F)(F)F)n1,-14,-11
N#Cc1nc(Cc2cccc3ccccc23)oc1NCCCn1ccnc1,-1,2
Cc1cc(OC(C)C)nc(-c2ccccc2O)n1,-12,7
Cc1ccc(S(=O)(=O)c2nc(Nc3ccccc3N3CCOCC3)sc2Cl)cc1,-4,9
COCCNC(=O)C1CC(c2ccc(F)cc2)=NO1 (stereo not given),3,5
O=C(NCC(=O)N(Cc1ccco1)C(C(=O)NC1CCCC1)c1ccncc1)c1cccs1 (stereo not given),-12,13

# Structures above containing an aryl thioether with sulfur outside any ring, in the order listed:
SMILES,FXIa single inh,FXIIa inh
CCOC(=O)c1c(NC(=O)CSc2nnc(-c3ccccc3C)n2C)sc(C(C)=O)c1C,-1,9
CCc1ccc(C(=O)CSc2n[nH]c(C)n2)cc1,-2,4
CC(C)(C)C1CCc2c(sc(NC(=O)CSc3ncn[nH]3)c2C#N)C1 (stereo not given),-1,-1
CCN(CC)S(=O)(=O)c1ccc(-c2nnc(SCC(=O)Nc3ccc(OC)cc3)o2)cc1,-1,7
C=CCn1c(SCC(=O)NCc2ccccc2)nnc1-c1ccccc1O,0,-1
CCCCSc1ccc(NC(=O)c2cccnc2)cc1,-5,9
COc1ccc(CNC(=O)CSc2nnc(-c3ccc(NC(C)=O)cc3)n2C)cc1,3,5
Cc1n[nH]c(C)c1SCC(=O)Nc1ccc(F)cc1,0,-12
O=C(CCSc1nnc2ccc3ccccc3n12)Nc1ccc(F)cc1,-2,10
CCSc1nnc([C@H](Cc2ccccc2)NC(=O)OC(C)(C)C)o1,-10,6
CCSc1nnc(-c2cccc(S(=O)(=O)N(CC)CC)c2)n1Cc1ccccc1,-1,-2
N#Cc1c(N)nc(SCC(=O)NCCc2ccccc2)c(C#N)c1-c1cccs1,4,-3
CSc1nc(C)cc(SCC(=O)Nc2ccccc2)n1,-4,4
Cc1ccc(NC(=O)C(C)Sc2nc(=O)cc(N)n2-c2ccccc2)cc1 (stereo not given),10,4
Cc1ccc(C#N)c(SCc2cc3c(cc2Cl)OCO3)n1,-3,-1
O=C(CSc1ncn(-c2ccccc2)n1)NCc1ccccc1,0,7

# Bioassay records as filed in PubChem.

# A portion of the library (hit frequency here may not be typical).
